CF NFkB inh – inhibitors of cystic fibrosis induced NF-kB; 360,000 compounds, 0.86% hits; KKLEB NF-kB-GFP reporter, PAF-induced, GFP fluorescence overnight; inhibition, % at 5 µM; AID 588850;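 active = at least 50% inhibition at 5 µM, scaled per plate between neutral and stimulator controls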;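 also: PAF is a Pseudomonas aeruginosa culture filtrate used as stimulus; plate controls were PAF-stimulated DMSO wells for no effect and unstimulated DMSO wells for full effect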
SRC3 inh – inhibits human SRC3 coactivator. HEK293 GAL4-SRC3 luciferase reporter, luminescence. inhibition, % at 3.6 µM. 360,000 compounds, 0.17% hits. AID 588352;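 active = inhibition above a per-campaign cutoff, the mean of all compounds plus 3 SD, cut at about 60% in these data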;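 also: 0% = DMSO-treated cells and 100% = gossypol-treated cells at 36 µM; higher means less SRC3-driven luciferase light from the GAL4 reporter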
LMP1 NFkB inh – Epstein-Barr LMP1 NF-kappaB reporter inhibition. LMP1-induced NF-kappaB luciferase reporter cells, luminescence. inhibition, % at 12.5 µM. 350,000 compounds, 0.69% hits. AID 504558; in the data active = inhibition above about 41%;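 also: 0% = neutral control wells and 100% = reference inhibitor control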
TRAIL sens C8 – sensitizes caspase-8 expressing cells to TRAIL | NB7+C8 cells + TRAIL, ATPlite viability luminescence | inhibition (viability loss, TRAIL sensitization), % at 10 µM | 360,000 compounds, 1% hits;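 active = compounds causing at least 50% loss of cell viability in the single-dose screen, relative to plate controls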
TROY NFkB inh – inhibitors of TROY-dependent NF-kB signaling; Q293 LMP1-TROYcd NF-kB luciferase reporter, 4 h; inhibition, % at 10 µM; 360,000 compounds, 0.98% hits;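 active = compounds whose plate-normalised and pattern-corrected inhibition of the luciferase reporter signal at the single screening dose is 50% or more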
KKLEB cytotox – counter-screen for CF NF-kB inhibitors: cytotoxicity | activity change (cytotoxicity), % at 5 µM | 360,000 compounds, 0.36% hits | KKLEB CF airway cells viability, ATPlite luminescence, overnight; stronger effect = lower value; cells stimulated with P. aeruginosa culture filtrate | AID 602141;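 active = corrected activity change at or below -50% at 5 µM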
SRC1 inh – inhibits human SRC1 coactivator. HEK293 GAL4-SRC1 luciferase reporter, luminescence. inhibition, % at 3.6 µM. 360,000 compounds, 0.12% hits. AID 588354;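 active = inhibition above the campaign mean plus 3 SD, with each screening campaign given its own cutoff, cut at about 60% in these data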;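 also: 0% = DMSO treated cells and 100% = gossypol at 36 µM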
NR5A2 inv ag – inverse agonists of human LRH-1 (NR5A2). 360,000 compounds, 0.13% hits. inhibition, % at 3.6 µM. HEK293T StAR-luciferase reporter, LRH-1 transfected, 24 h. O00482;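 active = inhibition above the mean inhibition of all tested compounds plus 3 SD, cut at about 73% in these data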;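 also: 0% = DMSO wells and 100% = reporter-only cells lacking LRH-1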
Target sequence (O00482 whole entry, looked up): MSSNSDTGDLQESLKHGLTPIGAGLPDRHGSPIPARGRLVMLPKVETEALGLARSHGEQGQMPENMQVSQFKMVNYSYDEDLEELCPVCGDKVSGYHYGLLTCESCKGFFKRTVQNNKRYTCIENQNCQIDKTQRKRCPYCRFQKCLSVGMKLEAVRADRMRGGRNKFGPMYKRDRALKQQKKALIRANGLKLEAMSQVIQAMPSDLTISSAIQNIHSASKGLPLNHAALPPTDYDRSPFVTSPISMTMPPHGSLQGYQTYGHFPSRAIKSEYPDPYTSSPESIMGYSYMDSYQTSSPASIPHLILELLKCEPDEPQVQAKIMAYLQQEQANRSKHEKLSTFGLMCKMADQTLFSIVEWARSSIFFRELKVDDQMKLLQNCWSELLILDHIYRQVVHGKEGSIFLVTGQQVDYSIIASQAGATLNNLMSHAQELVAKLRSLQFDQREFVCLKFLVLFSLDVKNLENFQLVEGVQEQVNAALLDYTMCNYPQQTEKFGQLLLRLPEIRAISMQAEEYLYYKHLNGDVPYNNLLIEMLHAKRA
COUP-TFII inh – NR2F2 (human) inhibition, primary screen | P24468 | HEK293T NGFI-A luciferase reporter, luminescence | inhibition, % at 8.6 µM | 370,000 compounds, 0.7% hits | AID 686940;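 active = inhibition above a per-plate cutoff, mean inhibition of test wells between control levels plus 3 SD, cut at about 38% in these data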;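 also: cells cotransfected with COUP-TFII expression vector driving the NGFI-A reporter; 0% = median of COUP-TF2 test wells and 100% = reporter-only cells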
Target sequence (P24468 whole entry, looked up): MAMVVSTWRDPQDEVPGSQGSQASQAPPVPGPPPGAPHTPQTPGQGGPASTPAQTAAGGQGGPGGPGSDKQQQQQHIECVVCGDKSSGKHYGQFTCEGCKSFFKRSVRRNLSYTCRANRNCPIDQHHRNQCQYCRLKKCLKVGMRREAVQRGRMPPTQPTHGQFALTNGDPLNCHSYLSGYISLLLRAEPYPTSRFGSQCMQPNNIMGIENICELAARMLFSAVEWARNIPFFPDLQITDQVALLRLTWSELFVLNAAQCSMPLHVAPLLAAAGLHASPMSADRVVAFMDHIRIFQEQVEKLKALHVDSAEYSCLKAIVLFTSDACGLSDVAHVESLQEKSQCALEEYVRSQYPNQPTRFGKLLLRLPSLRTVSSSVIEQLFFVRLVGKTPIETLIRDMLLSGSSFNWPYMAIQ
TWEAK Fn14 block – blocks TWEAK-Fn14 interaction in a reporter cell assay; 360,000 compounds, 2% hits; TWEAK-stimulated Fn14 reporter cells, luciferase luminescence, 8 h; inhibition, % at 10 µM; AID 1159606; in the data active = inhibition above about 50%
NCOA2 inhibitor – human SRC2 (NCOA2) inhibition. Q15596. HEK293 GAL4-SRC2 luciferase reporter, luminescence. inhibition, % at 9 µM. 370,000 compounds, 0.17% hits. AID 651957;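 active = inhibition above the mean inhibition of all tested compounds plus 3 SD, set per campaign, cut at about 52% in these data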;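 also: 0% = DMSO treated cells and 100% = cells given Gossypol at 36 µM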
The depositor's hits bear a star; . = not tested or not shown. Compounds as they come; 4.2% or so of the library scored in one or more.

Values run as follows: CF NFkB inh | SRC3 inh | LMP1 NFkB inh | TRAIL sens C8 | TROY NFkB inh | KKLEB cytotox | SRC1 inh | NR5A2 inv ag | COUP-TFII inh | TWEAK Fn14 block | NCOA2 inhibitor
CCOC(=O)CC(=O)CSc1ncc(C(=O)OCC)c(N)n1
    5 | -27 | 11 | -4 | 6 | -4 | -3 | -23 | 3 | -19 | -5
O=C(Nc1cccc(C(F)(F)F)c1)C1=CC=CN2CCS(=O)(=O)N=C12
    7 | -1 | 1 | 3 | 4 | -8 | 5 | -17 | -4 | -15 | -19
O=C(NCCCCCCNC(=O)c1ccc(Br)s1)c1ccc(Br)s1
    -1 | -43 | -49 | 13 | -6 | -1 | -47 | -61 | -22 | -37 | -4
CS(=O)(=O)Nc1ccccc1C(=O)OCC(=O)NCc1cccs1
    51* | 10 | 5 | 6 | -2 | -14 | -12 | -3 | -8 | 17 | 2
COc1cccc(NC(=O)C2CCCN2C(=O)Nc2ccccc2)c1 (stereo unspecified)
    -4 | 9 | -4 | -1 | 1 | 0 | -40 | 5 | 11 | 49 | 0
O=C(C1=C(O)C(=O)N(c2ncccn2)C1c1ccc(Cl)c(Cl)c1)c1ccco1 (stereo unspecified)
    10 | -1 | 1 | 7 | -6 | 2 | -15 | 3 | 9 | 18 | 3
CCc1noc(C)c1C(=O)Nc1nc2ccc(OC)cc2s1
    -27 | 14 | -12 | 2 | -63 | -7 | -4 | -24 | -12 | -42 | -4
CO/N=C(/CS(=O)(=O)Cc1ccccc1Cl)c1ccc(Cl)cc1Cl
    8 | 21 | 3 | 22 | -13 | -2 | 11 | -1 | -1 | 1 | -7
CCCCn1c(N)c(N(CCC(C)C)C(=O)C2CC(=O)N(CCc3ccc(OC)c(OC)c3)C2)c(=O)[nH]c1=O (stereo unspecified)
    -5 | 7 | 1 | 24 | -16 | -1 | 2 | 0 | 0 | 4 | 13
COc1ccc(N2CCN(C(=O)CN3CCN(c4nc(-c5ccc(F)cc5)cs4)CC3)CC2)cc1
    -4 | 10 | 10 | 17 | 9 | -8 | -16 | 1 | 21 | 42 | -26
Cc1cnc(C(=O)OCC(=O)N=c2sccn2Cc2ccccc2Cl)cn1
    -16 | 5 | -13 | 5 | 7 | 2 | 13 | 1 | 21 | -9 | 3
Cc1ccc(C(=O)OCc2nc(N)nc(Nc3ccccc3C)n2)cc1
    21 | 5 | 3 | -9 | -4 | -6 | 9 | -7 | 3 | -84 | 3
COc1ccc(S(=O)(=O)n2nc(OC(=O)c3ccccc3)cc2N)cc1
    9 | 17 | 2 | -6 | 24 | -28 | -6 | 11 | -18 | 6 | -2
Cc1ccc2nc3c(c(C(=O)OCC(=O)NC4CCS(=O)(=O)C4)c2c1)CCCC3 (stereo unspecified)
    -1 | 22 | -22 | -2 | -2 | 3 | 14 | 0 | -2 | -34 | 2
O=C(CSc1nc2ccc(Nc3nc(N4CCOCC4)nc(N4CCOCC4)n3)cc2s1)Nc1ccccc1Cl
    39 | 0 | 3 | 15 | 10 | -44 | -28 | 4 | 14 | -10 | 5
Cc1nnc(SCC(=O)NCC2CCCO2)n1Cc1ccccc1 (stereo unspecified)
    -21 | -3 | -3 | 0 | -5 | 1 | -5 | 11 | 2 | -22 | -2
Cc1cc(NCCOCCO)n2ncc(-c3ccc(Cl)cc3)c2n1
    34 | -105 | -49 | 20 | 28 | -28 | -162 | -165 | -33 | 35 | -70
CC(C)(C)CN1C(N)=NC[C@@H]1c1ccccc1
    -14 | -6 | 35 | -19 | 4 | 1 | 3 | 1 | -6 | 6 | -22
OC1(CN2CCOCC2)C2CN3CCN(C2)CC1(c1ccccc1)C3 (stereo unspecified)
    -6 | 11 | 3 | -3 | -27 | -5 | 9 | 14 | 13 | 13 | -7
COc1ccc(-c2c(C)n([O-])c(C)c(C)[n+]2=O)cc1
    -6 | -2 | -9 | -17 | 11 | 0 | 2 | -8 | -8 | 5 | -14
CCN1CCN(c2ccc(NC(=O)c3cccc(F)c3)cc2Cl)CC1
    17 | -59 | -43 | 8 | -51 | -6 | -72 | -78 | -19 | -23 | -35
Cc1ccccc1C(=O)NC1CCN(C(=O)N(c2ccccc2)c2ccccc2)CC1
    2 | 9 | -18 | -7 | -9 | 8 | 10 | 4 | 18 | 4 | 1
Cc1ccc(C(=O)Nn2c(O)c(C=C3N=c4ccccc4=N3)sc2=S)cc1
    9 | -3 | -11 | 5 | -39 | 12 | -6 | -30 | 4 | 2 | -6
O=C1C=C(c2ccc3ccccc3c2)C[C@@H](c2ccc(Cl)cc2)C1
    10 | 0 | -9 | 17 | -34 | -14 | 1 | 21 | -9 | -104 | -30
O=C(CCCN1C(=O)c2cccc3cccc(c23)C1=O)N1CCN(c2ccc(F)cc2)CC1
    -5 | -2 | 4 | -5 | 19 | 8 | -15 | 12 | 5 | 3 | 22
Cc1nc2sccn2c(=O)c1S(=O)(=O)N1CCN(c2cccc(C(F)(F)F)c2)CC1
    12 | -7 | 1 | 5 | 3 | -10 | -14 | 1 | 12 | 4 | 6
COc1ccc(OC)c(NC(=O)CCNC(=O)c2ccco2)c1
    -1 | 15 | 2 | 2 | -8 | 10 | -5 | -5 | 7 | 4 | -18
CCOc1ccc(CN(C)CC(=O)NCc2ccccc2Cl)cc1
    2 | -7 | -4 | -2 | 5 | 1 | -9 | -5 | 5 | -25 | -4
CN(C)CCCNc1oc(-c2ccccc2Cl)nc1S(=O)(=O)c1ccccc1
    4 | 6 | -5 | 11 | -16 | 4 | 2 | -2 | 6 | 5 | -32
Cc1ccc(C(=O)c2c3ccccc3[n+]([O-])n2CCO)cc1
    14 | -21 | 0 | -23 | -17 | 5 | -20 | -14 | 18 | -2 | -8
CC(=O)Nc1ccc(S(=O)(=O)NCCC(=O)Nc2ncccc2C)cc1
    7 | -29 | -5 | -1 | 19 | 12 | 2 | -17 | -6 | -1 | 5
NC(=O)c1ccc(NC(=O)COC(=O)/C=C/c2cccs2)cc1
    -16 | 4 | -6 | -5 | 4 | 2 | -7 | 5 | -2 | 7 | -12
Cn1c(=O)[nH]c(=O)c2c1nc(N1CCC(Cc3ccccc3)CC1)n2Cc1ccccc1
    34 | 1 | -1 | -15 | 41 | -11 | 3 | 10 | . | 13 | .
CC(C)Oc1cccc(C(=O)Nc2ccc(N3CCN(S(C)(=O)=O)CC3)cc2)c1
    -3 | -8 | -10 | 12 | -28 | 5 | 5 | 3 | -3 | -13 | -30
CCc1ccc(-c2cc(C(=O)N/N=C/c3ccccn3)[nH]n2)cc1
    12 | -19 | 3 | 7 | -18 | -9 | -42 | -101 | -34 | -43 | -41
Cc1ccc(C(=O)N2CCC3(CC2)Oc2ccc(F)cc2C(=O)C32CC(c3ccccc3)=NO2)s1 (stereo unspecified)
    36 | 18 | 7 | 5 | 1 | -37 | -10 | 11 | 12 | -11 | 11
O=S(=O)(Nc1ccc2nc(N3CCOCC3)sc2c1)c1ccccc1
    16 | -79 | -24 | -4 | -37 | -16 | -72 | -98 | -18 | -8 | -50
O=C(CC(NC(=O)C(F)(F)F)c1ccccc1)Nc1nnc(CCc2ccccc2)s1 (stereo unspecified)
    1 | 2 | 2 | 2 | -3 | -6 | -22 | 2 | -3 | -9 | -31
Cc1c(OCC(=O)NC2CC(C)(C)NC(C)(C)C2)ccc2c3c(c(=O)oc12)CCC3
    -21 | 6 | -6 | 8 | 8 | -8 | 7 | 12 | -16 | -34 | -28
Cc1cc(C)nc(SCc2c(F)cccc2Cl)n1
    16 | -14 | 5 | 6 | -7 | -16 | 0 | -5 | 1 | 8 | -29
COc1ccccc1N1CCN(S(=O)(=O)CCNC(=O)C2CCCCC2)CC1
    20 | -1 | 3 | 11 | -16 | -20 | 3 | -9 | 8 | -24 | 6
c1ccc(CNC2CC3CCC2C3)cc1 (stereo unspecified)
    -9 | -9 | 2 | 0 | 3 | 11 | 1 | -2 | 2 | 9 | -32
O=C(O)CNC(=O)c1ccc(OC(F)F)cc1
    17 | 4 | 3 | -6 | -9 | -6 | -12 | -4 | 0 | -13 | -11
O=C(CNCc1ccccc1Cl)Nc1cc(S(=O)(=O)N2CCOCC2)ccc1Cl
    9 | -6 | 4 | -2 | 7 | 3 | -6 | 4 | -3 | -8 | 27
O=c1[nH][nH]c2c1[C@H](c1ccc(Cl)cc1)O[C@H](C1CCCC1)C2
    . | . | . | -16 | 2 | . | . | -22 | -9 | -36 | -5
Cc1ccccc1C(=O)NN1C(=O)CSC1=S
    -11 | -17 | -5 | -11 | -6 | 4 | 16 | -8 | -12 | 9 | 19
CC(=O)N1c2ccc3ccccc3c2C(C)CC12CCCCC2 (stereo unspecified)
    9 | 21 | -1 | -3 | 8 | 0 | 7 | 15 | 12 | 7 | 15
CN(C)C(=O)CCc1ccc2c3c([nH]c2c1)[C@]1(CCc2ccccc2)[C@@H](C(=O)N2CCCCC2)C[C@H](CC(=O)NC(C)(C)C)C(=O)N1CC3
    -5 | 7 | 22 | -9 | 14 | 7 | 6 | -7 | -1 | 2 | -4
COCCCNC(=O)[C@@H](Cc1ccccc1)NC(=O)CC[C@H]1O[C@@H](n2ccc(=O)[nH]c2=O)[C@H](O)[C@@H]1O
    6 | 3 | . | 8 | -16 | -1 | 5 | 6 | 1 | -1 | -4
CC(C)CN(CC(C)C)S(=O)(=O)N1CCC(C(=O)NCc2ccc3c(c2)OCO3)CC1
    1 | 16 | -3 | -6 | -7 | 2 | -21 | 13 | 14 | 13 | -18
CCc1nc2c(OCc3ccccc3)cccn2c1N(C)C(=O)c1ccco1
    4 | -9 | . | 3 | 12 | -9 | 1 | 15 | 0 | 23 | -5
COc1ccc(-c2n[nH]c(=S)n2/N=C/C=C/c2ccccc2OC)cc1
    -1 | 12 | -3 | -31 | -17 | -6 | 1 | -5 | 2 | -18 | -18
COC(=O)Cn1c(=O)sc2ccccc21
    -9 | -10 | -21 | -18 | 8 | 3 | -34 | 6 | 2 | 7 | -18
COc1ccc(S(=O)(=O)NCc2ccc(C(=O)N3CCN(Cc4ccccc4)CC3)cc2)cc1
    14 | 4 | 7 | 9 | 31 | 6 | 10 | 6 | 18 | 13 | 27
COc1ccc(CCNC(=O)CN2C(=O)COc3ccc(S(=O)(=O)N4CCOCC4)cc32)cc1OC
    -20 | 10 | -2 | -23 | 2 | -2 | -7 | -10 | 6 | -18 | 4
C=CCn1nc(C(=O)N2CCOCC2)cc1-c1sc(NC(=O)c2ccccc2)nc1C
    3 | 7 | 4 | 3 | 8 | -3 | 1 | 13 | 17 | 38 | 39
C[C@H](NC(=O)OCc1ccccc1)C(=O)NNC(=O)[C@H](C)NC(=O)OCc1ccccc1
    -2 | -6 | -1 | -22 | 12 | -2 | -14 | 0 | -1 | -11 | -30

Assay outcomes: PubChem, several laboratories
